Assay outcomes from PubChem BioAssay.
CHRM4 antagonist – human M4 muscarinic receptor antagonists, primary screen, CHO cells, Fluo-8 calcium fluorescence | Muscarinic acetylcholine receptor M4 (Homo sapiens), P08173 | CHO-hM4 cells, ACh EC80 | inhibition, % at 3 µM | 0.73% of 360,000 active | AID 624125, 2012;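 active = inhibition above its plate's cutoff, the mean inhibition of sample wells plus 3 SD, cut at about 27% in these data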;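 note: 0% = acetylcholine EC80 with DMSO and 100% = DMSO without agonist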
Target sequence (P08173 whole entry, looked up): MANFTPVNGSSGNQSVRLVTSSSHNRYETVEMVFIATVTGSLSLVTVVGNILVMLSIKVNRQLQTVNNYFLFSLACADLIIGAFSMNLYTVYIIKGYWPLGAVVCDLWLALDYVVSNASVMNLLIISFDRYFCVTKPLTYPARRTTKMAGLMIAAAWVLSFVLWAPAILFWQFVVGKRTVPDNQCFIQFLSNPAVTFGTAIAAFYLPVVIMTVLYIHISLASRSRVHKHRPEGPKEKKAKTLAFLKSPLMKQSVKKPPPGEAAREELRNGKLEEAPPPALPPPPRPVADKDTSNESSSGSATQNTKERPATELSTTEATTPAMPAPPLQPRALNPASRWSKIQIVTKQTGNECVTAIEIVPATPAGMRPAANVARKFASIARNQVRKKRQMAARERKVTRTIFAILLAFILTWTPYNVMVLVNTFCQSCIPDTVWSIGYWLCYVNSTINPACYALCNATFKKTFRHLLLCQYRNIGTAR
M5 antag – human M5 muscarinic receptor antagonists, primary screen, CHO cells, Fluo-8 calcium fluorescence; CHO-hM5 cells, ACh EC80; inhibition, % at 3 µM; 0.59% of 360,000 active;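 active = inhibition above a per-plate cutoff, the mean of that plate's test compounds plus 3 SD, cut at about 27% in these data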;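 note: 0% = acetylcholine EC80 with DMSO and 100% = DMSO without agonist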
Target sequence (P08912 whole entry, looked up): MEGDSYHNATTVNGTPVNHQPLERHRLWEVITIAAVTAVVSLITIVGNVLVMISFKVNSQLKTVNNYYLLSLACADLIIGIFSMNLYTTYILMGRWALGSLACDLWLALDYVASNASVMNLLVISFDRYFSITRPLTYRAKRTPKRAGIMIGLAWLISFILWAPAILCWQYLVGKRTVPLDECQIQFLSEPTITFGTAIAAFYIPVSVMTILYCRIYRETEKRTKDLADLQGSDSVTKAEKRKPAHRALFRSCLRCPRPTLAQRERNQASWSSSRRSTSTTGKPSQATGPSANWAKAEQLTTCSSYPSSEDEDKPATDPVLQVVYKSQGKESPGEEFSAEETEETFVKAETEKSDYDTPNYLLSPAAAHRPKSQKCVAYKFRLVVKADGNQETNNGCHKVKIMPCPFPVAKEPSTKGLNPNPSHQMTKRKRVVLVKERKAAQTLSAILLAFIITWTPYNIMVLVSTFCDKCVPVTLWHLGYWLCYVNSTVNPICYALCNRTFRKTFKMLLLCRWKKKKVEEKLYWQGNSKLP
M4 ag – human M4 muscarinic receptor agonists, primary screen, CHO-K1 cells, Fluo-8 calcium fluorescence; Muscarinic acetylcholine receptor M4 (Homo sapiens), P08173; CHO-K1 hM4/Gqi5; vehicle 0%, full acetylcholine response 100%; activation, % at 3 µM; 0.14% of 360,000 active;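 active = activation above the run mean over all test wells plus 3 SD, cut at about 32% in these data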;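 note: peak over basal fluorescence ratio per well then scaled between controls; 0% = DMSO wells and 100% = acetylcholine at EC100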
M5 ag – human M5 muscarinic receptor agonists, primary screen, CHO-K1 cells, Fluo-8 calcium fluorescence | Muscarinic acetylcholine receptor M5 (Homo sapiens), P08912 | CHO-K1 hM5 cells; 0% DMSO wells, 100% maximal acetylcholine response | activation, % at 3 µM | 0.19% of 360,000 active | AID 624037, 2012;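 active = activation above the run's mean over test compounds plus 3 SD, cut at about 23% in these data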;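 note: signal is peak over basal fluorescence ratio across the kinetic read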
CHRM5 PAM – human M5 muscarinic receptor positive allosteric modulators, primary screen, CHO-K1 cells, Fluo-8 calcium fluorescence; Muscarinic acetylcholine receptor M5 (Homo sapiens), P08912; 0.3% of 360,000 active; AID 624038, 2012; CHO-K1 hM5, ACh EC20 PAM; 0% = ACh EC20, 100% = ACh EC100; activation, % at 3 µM;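 active = activation above the run cutoff, the mean activation of all test compounds plus 3 SD, cut at about 18% in these data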
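Assay system: CHO-K1 hM5 cells. Also added: acetylcholine at EC20 concentration, added after compound. Dosing: 3 µM, single dose. Times: compound preincubation 140 s before EC20 acetylcholine addition. Signal: Fluo-8 calcium fluorescence. Measure: % activation relative to EC20 and EC100 ACh responses. Repeats: singlicate, one well per test compound.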
CRFR2-BP antag – antagonists of CRF-BP/CRF-R2 complex, primary screen, cell-based, HEK293, calcium dye fluorescence, uHTS. AID 588475, 2011. CRF-induced calcium fluorescence. 0.59% of 350,000 active. inhibition, % at 11.8 µM;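 active = inhibition of the ligand-induced calcium signal above about 50% at the single tested concentration, limit read from the data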
M1 PAM – human M1 muscarinic receptor positive allosteric modulators, primary screen, CHO-K1 cells, Fluo-8 calcium fluorescence, 1536-well; 0.088% of 360,000 active; CHO-K1 hM1, ACh EC20; 0% = ACh EC20, 100% = maximal ACh; AID 588819, 2011; activation, % at 3 µM; in the data active = activation above about 19%, passing the limit was not always enough
CHRM4 PAM – human M4 muscarinic receptor positive allosteric modulators, primary screen, CHO-K1 cells, Fluo-8 calcium fluorescence | Muscarinic acetylcholine receptor M4 (Homo sapiens), P08173 | CHO-K1 hM4/Gqi5, ACh EC20; 0% = ACh EC20, 100% = maximal ACh | activation, % at 3 µM | 0.4% of 360,000 active;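 active = activation above its plate's cutoff, the mean activation of sample wells plus 3 SD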; note: some results filed as inactive read as strong as hits
CRFR2-BP ag – agonists of CRF-BP/CRF-R2 complex, primary screen, cell-based, HEK293, calcium dye fluorescence, uHTS; CRF-binding protein / CRF receptor 2 complex (human); calcium dye fluorescence (FLIPR); percent of saturating CRF peptide response; activation, % at 13.2 µM; 0.46% of 350,000 active; AID 588473, 2011;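 active = activation of at least 50%, plus an integration ratio under a set limit after plate pattern correction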;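 note: plate controls were neutral control wells without compound for no effect and CRF at EC100 for full effect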
* = called active by the depositor; . = no result given.

SMILES	CHRM4 antagonist	M5 antag	M4 ag	M5 ag	CHRM5 PAM	CRFR2-BP antag	M1 PAM	CHRM4 PAM	CRFR2-BP ag
CNC(=S)NCCCc1ccccc1	0	-1	1	-4	-2	-2	-7	-9	0.2
Nc1n[nH]c(-c2ccc([N+](=O)[O-])cc2[N+](=O)[O-])n1	-10	5	8	5	0	10	8	4	-0.4
COc1cccc(-c2cnc(C(O)c3ccc(F)c(F)c3)[nH]2)c1 (stereo not drawn)	5	2	4	2	-2	.	8	2	.
COc1cc(NC(=O)CCCc2c[nH]c3ccccc23)cc(OC)c1	8	1	5	0	-5	-3	9	-1	-0.5
OCc1ccc(-c2ccc3nccn3c2)cc1	-5	-3	1	-1	-3	.	6	5	.
O=C(CN1CCN(S(=O)(=O)c2ccc(F)c(Cl)c2)CC1)N1CCc2ccccc21	1	3	1	3	5	3	4	8	-1.1
CCOC(=O)/C=C1\CN(C(C)c2ccccc2)S(=O)(=O)c2ccccc21 (stereo not drawn)	5	12	1	-1	0	-4	1	3	0.9
O=C(NN=C1CCCC1)c1ccc(Cl)cc1	-16	0	2	-4	-2	3	8	2	0.3
CCOc1ccc(C(=O)Nc2cc(-c3nc4ccccc4[nH]3)ccc2Cl)cc1[N+](=O)[O-]	15	38*	12	3	-15	15	-13	-7	-2.0
C=CCn1c(NC(=O)c2ccc(Br)o2)c(S(=O)(=O)c2ccccc2)c2nc3ccccc3nc21	9	6	2	1	-8	-11	-2	-3	17
COc1ccc(C(=O)C(=O)N2CCN(c3ccc(C)cc3)CC2)cc1OC	-10	-8	4	2	-1	.	.	7	.
COc1ccc(-n2c(SCC(=O)Nc3nccs3)nnc2-c2ccccc2)cc1	4	1	1	4	0	11	6	2	1.3
CCN(CC)C(=O)C(=O)c1cn(CCOc2ccccc2)c2ccccc12	-10	2	2	-1	0	-7	10	-3	1.3
CCCCNC1C(CC)C(CCC)C(C#N)(C#N)C1(C#N)C#N (stereo not drawn)	5	2	4	2	-5	5	-3	1	-0.6
Cc1ccc(NC(=S)NC2CCCC2)c(C)c1	-11	-7	0	-10	10	7	1	-4	-2.9
COc1ccc2sc(NC(C)=O)nc2c1	-10	-3	0	0	1	-3	8	-1	-0.4
Cc1ccc(C(=O)NC(=S)NCc2cccnc2)c(C)c1	-5	2	2	0	-1	5	3	-5	0.5
O=C(O)c1ccc(NCc2cccnc2)c([N+](=O)[O-])c1	-13	-6	1	0	0	6	4	-10	0.8
CN(C)C(CNC(=O)c1ccc(S(=O)(=O)Nc2ccccc2F)cc1)c1ccco1 (stereo not drawn)	-4	-9	0	-2	13	34	-6	-2	0.9
COc1cc(C(=O)Oc2cccc(C=O)c2)cc(OC)c1OC	-3	-1	15	6	-4	13	2	5	0.5
O=C(CN1CCN(Cc2ccccc2F)CC1)Nc1ccccc1Cl	-1	0	2	-5	1	8	5	5	-0.2
COc1ccc(N2CCN(Cc3csc(C)c3-c3ccc(C)cc3)CC2)cc1	-6	1	-1	-5	3	17	7	-1	-0.5
COc1cc2c(cc1OC)CN(C1CCC(C)CC1)CC2 (stereo not drawn)	-3	-1	0	-2	3	7	4	-5	2.6
O=C(COc1ccc(Cl)cc1Cl)NCCN1CCCCC1	-12	5	1	-3	-5	-11	2	2	4.1
COc1ccc(NC(=O)c2cc(F)c(F)cc2Cl)cc1Cl	-4	8	1	-4	-3	-10	7	5	-2.0

Look-ups from the entries so far.
M4 ag with COc1ccc(C(=O)C(=O)N2CCN(c3ccc(C)cc3)CC2)cc1OC : 4
CHRM4 PAM with COc1cc(C(=O)Oc2cccc(C=O)c2)cc(OC)c1OC : 5

Next part
SMILES	CHRM4 antagonist	M5 antag	M4 ag	M5 ag	CHRM5 PAM	CRFR2-BP antag	M1 PAM	CHRM4 PAM	CRFR2-BP ag
COC(C[C@H]1O[C@H]1[C@H](O)[C@H](C)OCc1ccccc1)OC	-4	12	-2	0	-1	-11	3	3	1.5
COc1cc(-c2nnc(SC/C=C/c3ccccc3)n2N)cc(OC)c1OC	14	15	11	1	-13	-19	-17	-15	2.2
CSc1nc(N)c(C(=O)NC2CCCCC2)s1	-8	2	0	1	-2	11	9	1	0.1
Cc1cc(Cl)ccc1OCC(=O)N/N=C/c1ccc(OC2OC(CO)C(O)C(O)C2O)cc1 (stereo not drawn)	13	10	1	-1	5	-2	4	-1	-0.2
O=C(Cc1cccc(C(F)(F)F)c1)N1CCCC1	-7	9	1	-4	4	-4	6	5	-0.3
Cc1ccc(CN(CC(=O)NC2CCCC2)C(=O)c2csnn2)cc1	6	10	1	-1	7	3	8	-1	0.4
C/C(=N\NC(=O)c1cc(-c2ccc(C)s2)nc2ccccc12)c1cccnc1	6	-8	1	-1	4	-3	-1	-4	1.4
COc1ccc(Br)cc1/C=C(\C(=O)O)c1ccc(S(=O)(=O)N2CCCC2)s1	-6	13	0	0	-1	19	3	-2	-2.3
O=C(NC1CCN(C(=O)NC2CCCCC2)CC1)c1cccc(F)c1	-10	0	4	-2	10	-2	6	4	0.6
COc1cc(/C=C2\SC(=S)N(CCC(=O)NC3CCCC3)C2=O)cc(OC)c1OC	1	-2	2	-3	6	-19	-1	-3	2.1
Cc1ccc(C)c(NC(=O)COC(=O)CSc2ccccc2)c1	-8	-5	1	-2	13	6	7	3	-0.7
CC(=O)c1ccc(NC(=O)c2ccn[nH]2)cc1	-1	-7	1	-1	-3	10	1	12	4.1
CN(C)/C=C/C(=O)c1ccc(F)cc1F	3	12	1	-4	-5	-5	1	-10	0.1
O=C(c1ccccc1)c1c2c(cc3sc4ccccc4[n+]13)-c1cccc3cccc-2c13	59*	25	33*	19	-5	-12	-14	-39	9.5
CCN1CCN(C(=O)C(=O)c2cn(CC(=O)N3CCCC3)c3ccccc23)CC1	-7	18	1	-5	-5	3	5	5	-0.1
COc1ccc2c(c1OC)C(=O)N1C2SC(C)(C)[C@H]1C(=O)NCCCOC(C)C (stereo partly drawn)	-1	2	3	-6	-2	-7	3	8	2.1
CCN1CCN(CC(=O)N2N=C(c3cccs3)CC2c2ccc(F)cc2)C(=O)C1=O (stereo not drawn)	-6	9	1	-4	4	0	7	3	0.8
Cc1nn(Cc2ccccc2)c(Cl)c1/C=C/C(=O)OCC(=O)NC(C)C(C)C (stereo not drawn)	-3	3	0	-6	4	0	5	6	1.0
O=c1cc(-c2ccc(O)cc2)oc2ccc3ccccc3c12	6	0	3	2	-5	-6	-1	4	0.9
COC(=O)c1ccc(N=NNc2ccccc2)cc1	2	-3	0	-1	-2	6	7	1	-1.4
O=S(=O)(Nc1cccc(-n2cnnn2)c1)c1ccccc1C(F)(F)F	8	16	4	-3	-7	-6	2	-2	-0.1
CCc1cccc2c(C(=O)COC(=O)/C=C/c3ccccc3OC)c[nH]c12	14	8	0	1	-6	-1	10	-17	2.3
CCCN1C(=O)c2ccccc2NC1c1cc(OC)c(OC)c(OC)c1 (stereo not drawn)	9	-11	1	-2	12	3	8	-2	-1.7
O=C(NCCSCc1ccccc1)c1ccc(F)cc1	9	0	1	0	-2	2	9	-2	-2.5
CCC1CCCCN1C(=O)COC(=O)c1cc(C)nc2ccccc12 (stereo not drawn)	-1	13	5	1	-9	4	-8	-3	-1.1

Entries listed above printed as active in CHRM4 antagonist:
SMILES	CHRM4 antagonist	M5 antag	M4 ag	M5 ag	CHRM5 PAM	CRFR2-BP antag	M1 PAM	CHRM4 PAM	CRFR2-BP ag
O=C(c1ccccc1)c1c2c(cc3sc4ccccc4[n+]13)-c1cccc3cccc-2c13	59*	25	33*	19	-5	-12	-14	-39	9.5

Carrying on.
SMILES	CHRM4 antagonist	M5 antag	M4 ag	M5 ag	CHRM5 PAM	CRFR2-BP antag	M1 PAM	CHRM4 PAM	CRFR2-BP ag
Cc1nc2cc(Nc3ccncc3)ccc2s1	-6	2	1	-16	4	-5	3	3	-1.4
Cc1ccccc1C(=O)NC(=S)NCc1cccnc1	11	7	1	0	-4	10	1	-5	-0.7
c1ccc(-c2cc(-c3nc(-c4ccccn4)no3)c3ccccc3n2)cc1	-1	0	1	-1	-3	-5	11	4	3.3
COc1cccc2c1OCC(C(=O)OCc1cccnc1)=C2	-4	13	3	-2	-12	7	7	2	-2.0
CC(C)C(C)(C#N)NC(=O)CSc1nncn1-c1ccccc1 (stereo not drawn)	-19	-2	6	-3	-10	8	-4	-5	-2.4
CC1=C(C(=O)N2CCCCCC2)CC(CC(=O)NCc2cccs2)C(=O)N1Cc1ccccc1 (stereo not drawn)	-5	5	0	-2	-12	.	6	-2	.
CCC(=O)N1CCCn2c1nc1ccccc12	1	-5	0	-4	3	-4	16	3	-0.5
Cc1ccc(-n2c(SCC(=O)Nc3cc(C)on3)nc3ccccc3c2=O)cc1	7	1	1	-4	-10	-5	-3	-1	0.2
Cc1cccc(OCC(=O)N(Cc2nnc(-c3ccccc3Cl)o2)C2CC2)c1	0	1	2	0	4	-1	7	4	-0.5
Cc1c(C(=O)NC(=S)Nc2ccc(NC(=O)c3cccs3)cc2)oc2ccccc12	-15	2	0	1	3	-11	7	9	3.8
CCC(=O)c1ccc(OCC(=O)OCC(=O)N2c3ccccc3NC(=O)C2(C)C)cc1	-14	6	5	2	-5	11	1	-1	-1.3
CCC1Oc2ccccc2N(CC(=O)N2CCOCC2)C1=O (stereo not drawn)	3	6	2	-1	-3	15	-2	-1	-0.5
Cc1c(N2CCCCC2)[nH]c2ccccc12	-12	0	1	-2	-6	26	1	-2	25
Cc1ccc(S(=O)(=O)Nc2nc3ccccc3nc2NCc2ccco2)cc1	3	12	9	2	-14	-6	1	-9	14
S=c1[nH]nc(COc2ccccc2)n1-c1ccc(Cl)cc1	5	10	1	-2	1	-10	2	-6	4.9
CN(C)c1ccc(-c2nc3ccccc3c(=O)[nH]2)cc1	-2	-1	2	5	-1	0	22	18	3.0
CCc1nc(C)cn1S(=O)(=O)c1ccc(Br)cc1	3	6	1	0	-2	17	16	2	-3.7
Cc1ccc(SCC(=O)OCc2csc(CC(=O)Nc3ccccc3C)n2)cc1C	3	3	3	-2	10	-3	8	5	2.5
CC(=O)c1cc2c(cc1NC(=O)CN1CCN(c3cccc(C(F)(F)F)c3)CC1)OCO2	3	4	0	0	1	3	-2	2	0.5
Nc1c(C(=O)CSc2nnnn2-c2ccccc2)c(=O)[nH]c(=O)n1C1CC1	-13	5	2	1	6	19	9	11	-1.3
CC(C)(C)C(=O)Nc1nnc(-c2ccccc2)c(-c2ccccc2)n1	6	8	0	-3	-6	-6	-3	-9	0.4
N#CCCN(C(=O)COC(=O)CCc1nc2ccccc2c(=O)[nH]1)c1ccccc1F	-2	-10	1	4	9	-1	2	4	-1.1

Compounds were not picked by outcome (roughly 2.6% active in at least one column).
